# VLA-4 inh: inhibition in a human VLA-4 binding assay | P13612 | AID 2557 | VLA-4 expressing cells, ligand binding flow cytometry | 330,000 tested, 0.2% active | inhibition, % (about 7 µM as worked out from the volumes in the protocol); in the data active = inhibition above about 50%
# proCasp7 act: activates human procaspase-7, counter-screen for procaspase-3 activators. recombinant procaspase-7, Ac-DEVD-pNA absorbance 405 nm; D23A/D198A/D206A triple mutant, cannot self-cleave; scale: DMSO 0, 5 µM enzyme 100. P55210. 330,000 tested, 0.093% active. AID 463210. activation, % at 8.5 µM;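 active = percent activation above the screen-wide mean plus 3 SD, cut at about 25% in these data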
# Target sequence (P55210 whole entry D23A/D198A/D206A): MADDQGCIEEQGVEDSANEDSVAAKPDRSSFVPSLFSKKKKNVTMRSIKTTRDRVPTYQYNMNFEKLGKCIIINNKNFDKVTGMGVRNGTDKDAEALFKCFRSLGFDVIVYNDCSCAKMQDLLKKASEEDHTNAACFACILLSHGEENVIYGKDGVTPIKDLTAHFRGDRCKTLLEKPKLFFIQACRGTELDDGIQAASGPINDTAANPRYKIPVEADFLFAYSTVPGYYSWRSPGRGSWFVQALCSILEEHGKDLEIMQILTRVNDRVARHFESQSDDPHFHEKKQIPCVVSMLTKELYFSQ
#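 System: Procaspase-7 triple mutant (PC-7 D3A); measure: % activation from two-timepoint absorbance difference, scaled to controls; times: 1 h compound preincubation, 2 h substrate cleavage, 25 °C; also added: Ac-DEVD-pNA substrate, 400 µM as added; measured by: Epi-absorbance of released pNA at 405 nm, two timepoints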
# PP1 counter: counter-screen for PP5 inhibitors: inhibitors of human PP1-alpha; purified PP1alpha, OMFP fluorescence; inhibition, % at 6.7 µM; 320,000 tested, 0.9% active; AID 2235;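 active = inhibition above the mean inhibition of all tested compounds plus 3 SD, computed separately for each screening campaign, cut at about 15% in these data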
# core dimer inh: blocks dimerization of HCV core protein; TR-FRET GST/Flag-core106 dimerization, 1536-well; inhibition, % at 5 µM; 300,000 tested, 0.33% active;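 active = inhibition above the mean of all tested compounds plus 3 SD, set per screening campaign, cut at about 45% in these data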
#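 Assay system: Tagged HCV core106 pair (GST and Flag) | Buffer or medium: KF-containing HEPES buffer, pH 7.45, DTT, CHAPS, BSA | Also added: Eu donor and XL665 acceptor anti-tag antibodies | Dosing: One concentration, 5 µM, in 0.5% DMSO | Timing: 4 h at 22.5 °C | Technique: TR-FRET 671 and 617 nm emission | Repeats: Singlicate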
# JMJD2C inh: inhibitors of human GASC-1 (JMJD2C) demethylase; Q9H3R0; GST-JMJD2C(1-420) H3K9me3 demethylation, DELFIA europium; inhibition, % at 2.35 µM; 330,000 tested, 0.069% active;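 active = more than half of a compound's replicate wells show inhibition beyond 50%, single wells judged on their own value; inconclusive = some, but no more than half, of replicates pass 50% inhibition; inactive = no replicate passes 50% inhibition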;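 note: signal counts dimethyl H3K9 product captured on neutravidin plate; 0% = median of DMSO wells and 100% = 0.3 times that DMSO median; strong numbers were not always called active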
# proCasp3 act: activators of human procaspase-3; P42574; recombinant procaspase-3 D3A, Ac-DEVD-pNA absorbance 405 nm; activation, % at 8.5 µM; 330,000 tested, 0.11% active;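 active = activation above the mean of all tested compounds plus 3 SD, cut at about 21% in these data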;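 note: 0% = DMSO alone and 100% = DMSO wells spiked with extra 5 µM PC-3 D3A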
# Target sequence (P42574 whole entry D9A/D28A/D175A): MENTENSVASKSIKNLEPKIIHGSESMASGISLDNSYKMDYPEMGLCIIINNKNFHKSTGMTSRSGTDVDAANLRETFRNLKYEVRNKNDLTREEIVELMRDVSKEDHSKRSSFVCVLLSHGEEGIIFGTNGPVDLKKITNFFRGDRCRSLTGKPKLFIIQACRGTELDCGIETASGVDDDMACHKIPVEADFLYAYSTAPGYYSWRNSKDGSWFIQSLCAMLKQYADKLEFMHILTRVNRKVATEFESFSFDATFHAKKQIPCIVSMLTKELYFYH
#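 assay system = Procaspase-3 D3A mutant | signal = absorbance at 405 nm, 0 and 120 min | times = 1 h preincubation plus 2 h reaction at 25 °C | repeats = single replicate | read-out = % activation between DMSO and enzyme-spiked controls | medium = Zinc-free HEPES saline buffer with Triton X-100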
# CTSL1 counter: blocks F. hepatica cathepsin L1 in PFM18AAP counter-screen. inhibition, % at 5.96 µM. recombinant F. hepatica cathepsin L1, Z-Leu-Arg-MCA fluorescence. 300,000 tested, 0.49% active;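 active = inhibition above the mean of all tested compounds plus 3 SD, set per screening campaign, cut at about 17% in these data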;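 note: 0% = plate median of test compound wells and 100% = 1 µM Z-Phe-Ala-diazomethylketone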
# PP5 primary: PP5 (human) phosphatase inhibition | P53041 | 320,000 tested, 0.18% active | inhibition, % at 6.7 µM | purified PP5c, OMFP substrate fluorescence | AID 1987;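 active = inhibition above the campaign's mean inhibition across all tested compounds plus 3 SD, cut at about 9.5% in these data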;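 note: 0% = DMSO only and 100% = 100 µM cantharidin control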
# Target sequence (P53041 whole entry, looked up): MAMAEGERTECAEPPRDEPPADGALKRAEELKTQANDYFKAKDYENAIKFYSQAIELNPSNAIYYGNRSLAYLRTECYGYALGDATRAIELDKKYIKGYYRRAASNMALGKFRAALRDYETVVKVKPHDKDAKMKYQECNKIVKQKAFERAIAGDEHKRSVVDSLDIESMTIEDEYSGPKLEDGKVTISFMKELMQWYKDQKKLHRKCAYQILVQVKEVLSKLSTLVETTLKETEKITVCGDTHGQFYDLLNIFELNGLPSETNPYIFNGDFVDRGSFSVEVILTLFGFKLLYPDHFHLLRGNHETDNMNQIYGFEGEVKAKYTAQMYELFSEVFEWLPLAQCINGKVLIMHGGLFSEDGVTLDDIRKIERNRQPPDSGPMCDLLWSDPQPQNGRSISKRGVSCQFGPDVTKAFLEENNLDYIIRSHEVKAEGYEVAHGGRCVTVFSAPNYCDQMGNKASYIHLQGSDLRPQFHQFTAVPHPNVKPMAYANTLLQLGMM
# GRK2 aptamer HTS: human GRK2 inhibition via aptamer displacement | inhibition of aptamer binding, % at 10 µM | bead flow cytometry, FAM-aptamer displacement from GRK2 | AID 488847 | P25098 | 330,000 tested, 0.59% active;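 active = inhibition of aptamer binding above 40%, roughly 3 SD of noise, on plates passing a quality check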;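 note: median bead fluorescence of bound FAM aptamer so fluorescent compounds give negative values; no value below 0 was filed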
# Starred values were filed as active, the others as inactive; i = inactive; ? = inconclusive; / = not tested or not shown; & = joins results of further samples. Rows were taken by chance; any-hit rate near 2.6%.
# Value order – core dimer inh	proCasp3 act	PP1 counter	proCasp7 act	PP5 primary	CTSL1 counter	GRK2 aptamer HTS	JMJD2C inh	VLA-4 inh
C=CCn1c(=S)[nH]c2scc(-c3ccc(C)o3)c2c1=O
  8.8	-1.0	-0.3	-12.0	0.5	8.2	4.0	7.9	12.1
O=C(O)C1=C[C@@H](C2CC2)C[C@@H](OCc2ccc(CO)cc2)O1
  -8.1	-3.5	3.9	5.0	-6.2	-1.3	0.0	111.2	-7.2
Fc1ccc(NC(=S)Nc2cccc3ccccc23)cc1
  8.6	-4.5	-0.3	-4.8	-0.9	-4.3	0.0	7.3	9.7
CCOC(=O)N1CCN(S(=O)(=O)N2CCCC(C(=O)NCc3cccc(OC)c3)C2)CC1 (centres undefined)
  -2.4	1.1	4.6	6.7	-1.4	-1.7	1.0	2.6	1.1
Cc1oc(S(=O)(=O)N2CCCC2)cc1C(=O)Nc1ccccc1
  -4.7	1.8	-0.9	0.6	1.5	3.4	1.0	-3.1	10.0
NS(=O)(=O)c1cccc(NC(=O)CSc2nc3ccccc3[nH]2)c1
  -3.3	3.9	4.8	1.6	-1.6	0.5	2.0	-3.8	0.9
CC(=O)Nc1cccc(NC(=O)CSc2nnc(Cc3cccn3C)n2CCc2ccccc2)c1
  6.2	-13.1	-8.5	-21.3	3.0	-4.2	1.0	-3.0	-6.3
O=C(COC(=O)Cc1ccc(Cl)cc1Cl)NC1CC1
  /	-6.4	/	-10.8	/	/	1.0	-4.5	-6.6
Cc1cc(=O)oc2cc(OCC(=O)N3CC[C@@]4(O)CCCC[C@H]4C3)c(Cl)cc12
  3.6	3.2	-2.4	-1.2	0.9	3.7	4.0	?	-9.2
C=C1CCC[C@]2(C)C[C@H]3OC(=O)C(CNCCN(C)C)[C@H]3CC12 (some centres undefined)
  4.7	-1.0	-0.3	10.8	3.1	-4.6	0.0	-0.9	14.5
COC(=O)c1cc(N2C(=O)C3C4C=CC(CC4)C3C2=O)ccc1Cl (centres undefined)
  4.7	1.4	-2.8	7.4	-0.2	-0.5	0.0	-7.9	0.2
Cc1ccc(C(C(=O)NC2CCCCC2)N(C(=O)Cc2c[nH]c3ccccc23)c2ccccc2)o1 (centres undefined)
  17.1	2.2	-2.5	2.5	3.4	-1.1	0.0	4.0	11.6
CCOc1cccc(OCCOCCN(C)Cc2ccccc2)c1
  -17.4	0.1	2.1	-4.2	-2.5	3.8	0.0	4.1	i
Cn1c(=O)c2c(nc(N3CCOCC3)n2CCCNC2=NCCCCC2)n(C)c1=O
  -9.4	-12.7	-3.2	-9.0	0.8	-1.7	0.0	0.9	3.6
Cc1cc(C)c2nc(NC(=O)c3cc(C)on3)sc2c1
  -0.9	4.7	-1.0	-4.6	1.6	-1.1	2.0	16.7	11.6
COc1ccc(C)cc1Nc1nc(-c2c[nH]c3ccccc23)cs1
  12.0	-15.0	5.1	-19.9	3.3	5.3	0.0	13.4	-343.5
O=C(C[n+]1ccncc1)c1ccccc1
  10.8	-6.6	10.4	-1.9	-1.3	0.0	/	-5.8	11.1
O=S(=O)(c1ccc2ccccc2c1)N1CCN(C(=S)Nc2ccccc2F)CC1
  13.7	0.3	-2.4	-15.8	3.0	1.6	2.0	2.4	7.2
COC(=O)c1ccc(N2NC(=O)/C(=C/c3cc(OC)c(O)c(OC)c3)C2=O)cc1
  -1.6	-9.9	8.0	-5.4	1.0	12.1	10.0	-3.8	-43.9
O=C(CCCc1c[nH]c2ccccc12)N[C@@H](Cc1c[nH]c2ccccc12)C(=O)O
  1.4	-1.2	-3.3	5.2	-0.1	-0.5	2.0	-12.5	9.5

# (cont.)
# Value order – core dimer inh	proCasp3 act	PP1 counter	proCasp7 act	PP5 primary	CTSL1 counter	GRK2 aptamer HTS	JMJD2C inh	VLA-4 inh
O=C(NNc1ncnc2sccc12)c1ccc(Cl)cc1
  -2.9	1.6	-2.2	4.9	-1.7	-0.8	0.0	4.5	6.9
CCN(CC)c1ccc(NC(=O)c2c(C)noc2C)cc1
  -17.4	-4.0	-7.2	-1.6	0.1	-1.0	3.0	5.4	11.7
CCN(CC)S(=O)(=O)c1ccc(N2CCOCC2)c(NC(=O)c2ccc(NC(C)=O)cc2)c1
  -2.6	1.5	-4.1	3.7	1.8	0.6	2.0	4.3	-0.4
O=C(O)Cn1cc(C(=O)C2CC2)c2ccccc21
  1.7	-6.8	-1.1	-3.7	1.2	5.3	1.0	1.1	0.6
CN1CC(=O)N(CC(=O)Nc2ccc(F)cc2)c2ccccc2C1=O
  -2.7	3.5	-5.9	-4.3	-2.4	-3.1	0.0	9.5	6.3
Cc1ccc(C)c(C(=O)Cn2c(NCCO)nc3ccccc32)c1
  1.9	3.4	-3.6	2.8	3.0	1.8	0.0	-10.2	-7.2
Cc1ccc(N=Cc2nc(-c3ccco3)oc2O)cc1
  -9.3	-27.0	0.7	-21.6	4.4	5.8	0.0	2.7	11.3
CN1CCN(S(=O)(=O)c2ccc(Nc3ccc(F)cc3)nc2)CC1
  -1.9	-6.1	0.6	7.0	0.2	0.1	5.0	7.9	9.6
O=C(O)c1cccc(N2C(=S)N=C(Nc3ccccc3)C23CCCCC3)c1
  -2.9	3.3	-1.2	3.8	0.6	-1.2	0.0	8.0	11.8
O=C(COC(=O)c1ccc(F)c([N+](=O)[O-])c1)NC(=O)NCc1ccccc1
  /	-2.2	/	-1.8	/	/	0.0	-9.1	-0.4
CN1CCC2(CC1)Nc1nc(SCc3ccc(Cl)cc3)nn1C1=C2CN(C)CC1
  -13.8	1.5	2.3	6.5	2.0	-3.8	0.0	-3.5	21.1
O=c1oc(C2(O)CCCCC2)cc2ccc(-c3ccc4[nH]ccc4c3)cc12
  /	-3.4	/	12.8	/	/	0.0	/	8.2
CC1(C)C2CC=C(/C=N/NC(=S)Nc3cccnc3)C1C2 (centres undefined)
  2.4	1.0	-2.5	-8.8	4.0	0.8	0.0	6.0	12.5
Cc1ccc(NC(=O)COC(=O)CCC(=O)c2cccs2)c(C)c1
  -1.6	9.6	-7.5	2.1	-0.1	-54.9	0.0	-14.8	4.8
COc1cccc(C(=O)Nc2cc(NC(=O)c3ccco3)ccc2OC)c1
  0.7	-4.7	-0.4	3.4	3.8	5.7	4.0	9.6&0.1	19.9
COc1nn(CC(=O)N2N=C(C)CC2(O)C(F)F)cc1[N+](=O)[O-] (centres undefined)
  -6.2	7.9	-0.2	-9.5	-1.4	2.1	1.0	7.6	18.9
COc1ccc(Cl)cc1-c1csc(N)n1
  1.4	-0.2	-2.8	0.9	-1.2	-8.6	0.0	-8.8	7.0
COc1ccc(N=C2NC(=O)/C(=C\c3ccco3)S2)cc1
  25.0	6.8	-0.3	3.2	1.4	0.2	3.0	-2.2	-0.1
COc1cccc(-c2ccc(-c3noc(-c4ccccc4F)n3)c(OC)n2)c1
  4.9	2.8	1.0	4.7	2.0	-0.7	1.0	2.8	7.7
Cc1ccc(Cn2ccc(=O)c(Cc3c(Cl)cccc3Cl)c2C)cc1
  3.4	-3.3	0.2	6.1	2.8	7.0	1.0	9.5	-1.6

# Looked up above:
# proCasp7 act result of `CC1(C)C2CC=C(/C=N/NC(=S)Nc3cccnc3)C1C2` (centres undefined) : -8.8
# JMJD2C inh result of `CN1CC(=O)N(CC(=O)Nc2ccc(F)cc2)c2ccccc2C1=O` : 9.5

# Remaining list, next part:
# Value order – core dimer inh	proCasp3 act	PP1 counter	proCasp7 act	PP5 primary	CTSL1 counter	GRK2 aptamer HTS	JMJD2C inh	VLA-4 inh
COc1ccccc1NC(=O)CC(=O)c1cccc([N+](=O)[O-])c1
  1.0	-7.6	1.8	0.1	0.3	1.0	1.0	-11.1	3.7
O=c1c(Cl)c(N2CCOCC2)cnn1-c1ncc(C(F)(F)F)cc1Cl
  -4.2	3.5	5.9	-13.4	1.6	1.9	0.0	2.4	-1.3
CC1Cc2ccccc2N1Cc1nc2cc(Cl)ccc2c(=O)[nH]1 (centres undefined)
  71.5*	10.1	7.3	4.5	2.1	-1.4	0.0	6.1	-9.7
O=C1COc2cc(S(=O)(=O)CCC(=O)N3CCCCC3)c(Cl)cc2N1
  -9.3	-5.6	-1.6	3.4	2.8	-5.3	0.0	12.2	-10.8
COc1ccc(OC)c(C(=O)N2CCC(C(=O)c3ccc(F)cc3)CC2)c1
  -0.7	-4.2	-4.9	-4.0	1.0	-0.1	0.0	12.6	1.8
O=c1[nH]c(SCc2ccccc2)nc2c1sc1ccccc12
  13.4	0.6	4.6	3.8	3.0	-0.7	2.0	92.8	8.1
Cc1nc2ccccc2c(=O)n1NC(=O)C1CC1
  0.1	5.7	-0.2	3.6	-1.5	-0.7	0.0	9.6	27.8
O=C(NC1CCCc2c1cnn2-c1cc(F)cc(F)c1)c1cc[n+]([O-])cc1 (centres undefined)
  7.4	-4.1	-1.2	-5.4	1.5	-1.9	0.0	1.2	8.8
CCc1nnc(NC(=O)CCC(=O)N2CCN(S(=O)(=O)c3ccc(OC)cc3)CC2)s1
  -7.7	2.8	0.1	3.2	1.5	0.7	0.0	6.9	0.1
CCC(=O)c1ccc(OCC(=O)N2CCN(c3ncccn3)CC2)cc1
  -0.1	11.4	-4.0	2.4	1.5	-2.3	0.0	17.7	3.7
N/C(=C/C(=O)c1ccccc1O)C(F)(F)F
  8.1	-1.8	-3.1	-2.5	1.0	-1.6	2.0	5.7	-12.0
O/N=C1\CC(O)Cc2nonc21 (centres undefined)
  0.0	2.0	5.3	7.7	-0.4	-0.1	1.0	-0.4	4.7
O=S(=O)(c1ccc(Br)cc1)N1CCN=C1SCc1cccnc1
  4.4	12.8	-0.5	-6.8	1.0	-1.2	4.0	6.8	10.7
CCCn1nnnc1NC(=O)c1cc(Br)ccc1OC
  6.9	6.7	-0.5	-4.3	1.3	-1.9	1.0	4.4	0.2
COc1cccc(NC(=O)CN(C)C(=O)c2ccc(NS(=O)(=O)c3ccc(F)cc3)cc2)c1
  /	2.1	-2.4	9.2	-0.4	/	1.0	4.1	-11.7
O=C(COC(=O)C1=COCCO1)Nc1ncc(C(F)(F)F)cc1Cl
  -2.5	-1.4	-0.7	-8.5	-3.8	-9.3	1.0	0.0	7.2
CC[n+]1cc(C)ccc1/C=C/c1ccc(N(C)C)cc1
  -39.4	-2.6	3.9	-6.9	2.0	2.9	0.0	/	i
CCCCN1CCCCC1C(=O)Nc1c(C)cccc1C (centres undefined)
  6.6	5.1	-4.5	2.2	1.5	5.2	0.0	/	-6.2
Cc1cc(C)cc(NC(=O)c2cccc(NC(=O)c3ccco3)c2)c1
  0.5	-4.2	-2.0	1.2	1.1	3.7	0.0	-1.0	-6.7
